Source: PubChem (Sanford-Burnham Center for Chemical Genomics)
HKDC1 inh = HKDC1 hexokinase inhibitors, primary screen, biochemical, fluorescence, uHTS; 0.16% of 340,000 active; recombinant HKDC1, G6PDH/diaphorase resazurin coupled fluorescence; Q2TB90; AID 493160, 2011; inhibition, % at 20 µM;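 active = inhibition above about 35% when tested at 20 µM, limit read from the data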;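 also: plate controls were DMSO wells with enzyme for no effect and DMSO wells lacking enzyme for full effect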
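Test system: Recombinant HKDC1 (HK5) hexokinase enzyme, produced in-house | Input: HKDC1 at 5 µg/mL | Buffer or medium: Tris pH 8.0 buffer with MgCl2, Tween-20, BSA, BME | Schedule: 90 min reaction incubation at room temperature, dark | Technique: Resazurin-to-resorufin fluorescence via G6PDH and diaphorase coupling, 525/613 nm | Controls: DMSO wells with and without enzyme mix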
SENP8 block-1 = human SENP8 protease inhibitors, primary screen, biochemical, fluorescence, Nedd8 protein substrate, uHTS. Sentrin-specific protease 8 (Homo sapiens), Q96LD8. 0.64% of 360,000 active. inhibition, % at 20 µM. AID 602440, 2012. recombinant SENP8; in the data active = inhibition mostly above about 40%, no sharp cut-off; inactive = mostly below about 27%
Target sequence (Q96LD8 whole entry, looked up): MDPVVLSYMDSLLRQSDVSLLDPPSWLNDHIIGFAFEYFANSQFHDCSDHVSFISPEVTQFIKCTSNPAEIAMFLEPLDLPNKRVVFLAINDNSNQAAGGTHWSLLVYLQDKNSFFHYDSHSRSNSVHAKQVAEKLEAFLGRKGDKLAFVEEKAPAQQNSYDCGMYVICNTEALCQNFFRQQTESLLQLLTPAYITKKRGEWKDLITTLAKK
Apaf1 inhib = inhibitors of human Apaf-1 apoptosome, primary screen, biochemical, DEVD-Rh110 fluorescence, uHTS. Apoptotic protease-activating factor 1 (Homo sapiens), O14727. reconstituted apoptosome caspase-3 activity. inhibition, % at 20 µM. 0.71% of 330,000 active. AID 489030, 2010; active = inhibition of at least 40% at 20 µM;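 also: plate controls were DMSO wells for no effect and DEVD-CHO caspase inhibitor wells for full effect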
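System: reconstituted apoptosome with Apaf-1, cytochrome c, caspase-9, procaspase-3, dATP; Signal: Rh110 fluorescence intensity; Schedule: 30 min compound preincubation, 50 min activation, room temperature; Reagent: cytochrome c trigger plus (Z-DEVD)2-Rh110 caspase-3 substrate.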
SENP1 inh = human SENP1 catalytic domain inhibitors, primary screen, biochemical, FRET, uHTS. inhibition, % at 10 µM. recombinant SENP1 catalytic domain, CyPet-SUMO1-YPet FRET cleavage. AID 624204, 2012. Sentrin-specific protease 1 (Homo sapiens), Q9P0U3. 0.21% of 360,000 active;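 active = inhibition at least 30% at 10 µM, raw YFP signal under a set limit, fluorescence ratio 0.5 to 1.5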;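 also: 0% = enzyme with DMSO and 100% = no enzyme wells; some results filed as inactive read as strong as hits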
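Test system: human SENP1 catalytic domain; medium: Tris pH 8 buffer plus EDTA, NaCl, BME, BSA, NP40, catalase; incubation: 50 min reaction at room temperature; technique: FRET, CFP and YFP emission; controls: no-enzyme low control and enzyme-plus-DMSO high control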
SENP6 inh = SENP6 protease inhibitors, primary screen, biochemical, luminescence, uHTS | Sentrin-specific protease 6 (Homo sapiens), Q9GZR1 | Recombinant SENP6 catalytic domain, aminoluciferin luminescence | inhibition, % at 10 µM | 1.8% of 330,000 active | AID 2599, 2010;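 active = inhibition above about 50% at the single tested dose, limit read from the data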;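 also: plate controls were DMSO wells with enzyme for no effect and DMSO wells lacking enzyme for full effect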
Target sequence (Q9GZR1 628-1112 limits assumed): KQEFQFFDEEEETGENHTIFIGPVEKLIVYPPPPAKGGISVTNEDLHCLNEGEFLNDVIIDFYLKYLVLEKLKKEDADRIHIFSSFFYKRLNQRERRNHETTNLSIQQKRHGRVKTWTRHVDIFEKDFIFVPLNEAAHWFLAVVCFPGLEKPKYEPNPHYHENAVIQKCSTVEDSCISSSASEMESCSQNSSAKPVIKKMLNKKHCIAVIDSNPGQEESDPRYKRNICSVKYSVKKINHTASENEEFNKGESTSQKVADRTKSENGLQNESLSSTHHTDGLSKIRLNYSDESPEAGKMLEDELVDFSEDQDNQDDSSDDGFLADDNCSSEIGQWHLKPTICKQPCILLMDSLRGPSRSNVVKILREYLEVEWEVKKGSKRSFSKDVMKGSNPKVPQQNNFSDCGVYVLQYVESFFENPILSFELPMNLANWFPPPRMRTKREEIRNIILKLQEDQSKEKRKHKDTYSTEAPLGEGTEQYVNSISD
SENP8 block-2 = SENP8 protease inhibitors, primary screen, biochemical, luminescence; 1.2% of 330,000 active; inhibition, % at 10 µM; purified SENP8, Z-RLRGG-aminoluciferin cleavage; AID 2540, 2010; in the data active = inhibition above about 50%
SENP7 block = SENP7 protease inhibitors, primary screen, biochemical, luminescence, uHTS. AID 434973, 2010. Sentrin-specific protease 7 (Homo sapiens), Q9BQF6. recombinant SENP7, Z-RLRGG-aminoluciferin luminescence, 40 min. 1.5% of 330,000 active. inhibition, % at 5 µM;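 active = inhibition above about 50% at the single test dose, limit read from the data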;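 also: plate controls were DMSO with enzyme for no effect and no enzyme buffer wells for full effect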
Target sequence (Q9BQF6 706-1050 limits assumed): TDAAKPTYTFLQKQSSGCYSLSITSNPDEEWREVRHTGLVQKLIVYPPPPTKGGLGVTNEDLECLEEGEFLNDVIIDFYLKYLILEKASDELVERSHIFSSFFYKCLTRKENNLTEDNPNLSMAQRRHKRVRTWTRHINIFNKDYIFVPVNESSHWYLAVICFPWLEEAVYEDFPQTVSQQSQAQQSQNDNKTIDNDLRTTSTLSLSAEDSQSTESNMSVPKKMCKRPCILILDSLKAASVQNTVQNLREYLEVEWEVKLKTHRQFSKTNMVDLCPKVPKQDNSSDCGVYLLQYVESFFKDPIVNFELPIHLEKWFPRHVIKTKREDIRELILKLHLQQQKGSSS
PfG6PD inh = PfG6PD enzyme inhibitors, primary screen, biochemical, fluorescence intensity, uHTS. glucose-6-phosphate dehydrogenase-6-phosphogluconolactonase (Plasmodium falciparum 3D7). PfGluPho enzyme, NADPH resazurin-diaphorase fluorescence. inhibition, % at 20 µM. 0.78% of 350,000 active. AID 504690, 2011;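 active = inhibition reaching at least a set limit at 20 µM in the primary screen, cut at about 59% in these data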;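 also: 0% = DMSO wells with substrate and 100% = DMSO wells lacking glucose-6-phosphate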
Numbers without * were called inactive; . = not tested or not shown. Outcome played no part in choosing rows; overall some 3.6% were active at least once.

| Structure | SENP8 block-2 | SENP8 block-1 | HKDC1 inh | PfG6PD inh | SENP1 inh | SENP7 block | SENP6 inh | Apaf1 inhib |
| --- | --- | --- | --- | --- | --- | --- | --- | --- |
| Cc1cccc(NC(=O)CSc2nc(-c3ccccc3)c(C#N)c(=O)[nH]2)c1C | -3.3 | -26.9 | 0.2 | -49.0 | 1.5 | 7.6 | 5.2 | 0.0 |
| Cn1c(CNC(=O)c2ccc(F)cc2)cc2ccccc21 | -3.2 | 12.4 | -3.3 | -9.9 | -2.1 | -2.8 | -10.5 | -12.2 |
| O=C(CSc1nnc(-c2ccncc2)o1)c1cccc([N+](=O)[O-])c1 | -1.0 | 7.2 | -6.2 | 5.7 | 1.5 | -8.1 | -15.5 | 1.6 |
| N#Cc1c(-c2ccccc2)c(-c2ccccc2)n(Cc2ccco2)c1NC(=O)c1cccs1 | -2.4 | 1.6 | 4.7 | -16.5 | -0.3 | -5.9 | -21.5 | 17.6 |
| Cc1cc(=O)oc2cc(OC(C)C(=O)NCCCn3ccnc3)ccc12 (configuration not stated) | 0.8 | -66.0 | 2.6 | -9.6 | -0.1 | -7.3 | -2.1 | -4.4 |
| Cc1nn(-c2ccc(F)cc2)c(C)c1CN1CCN(Cc2ccccc2)C(CCO)C1 (configuration not stated) | 5.5 | -1.2 | -8.1 | 7.0 | -0.9 | -0.3 | -2.2 | -9.0 |
| CCCc1nc(SCc2ccccc2Cl)n[nH]1 | -1.4 | 5.8 | 1.0 | 32.0 | 2.3 | 2.6 | -8.3 | 9.0 |
| COc1ccccc1-n1c(=O)c(C#N)c(-c2ccc([N+](=O)[O-])cc2)c2cc(C(=O)c3ccccc3O)cnc21 | 5.5 | 16.7 | -4.0 | 1.6 | -8.5 | -10.9 | -1.2 | -4.2 |
| Cc1nn(C(=O)c2cc([N+](=O)[O-])ccc2Cl)c(C)c1Br | -3.5 | 10.7 | 3.2 | -3.7 | 1.7 | -0.4 | -8.4 | 8.6 |
| CCn1cc(C(=O)O)c(=O)c2cnc(N3CCN(C(=S)NC(=O)c4ccccc4)CC3)nc21 | -4.5 | -72.4 | 2.2 | 6.3 | 2.3 | -2.9 | 2.7 | 3.8 |
| O=C(O)/C(=C/c1ccc(Cl)c([N+](=O)[O-])c1)c1ccc(S(=O)(=O)N2CCCCC2)s1 | . | -21.6 | 12.4 | -21.1 | 4.0 | . | . | . |
| FC(F)Oc1ccc(NC(=S)NCC2COc3ccccc3O2)cc1 (configuration not stated) | 5.3 | 3.6 | -3.8 | 4.7 | -0.4 | 3.8 | -11.3 | -3.3 |
| Cc1oc(CC(C)C)c(CN2CCCC2)c1C(=O)O | -3.4 | 9.9 | -0.7 | 0.5 | -1.0 | -5.4 | -2.4 | -1.8 |
| O=C(COc1ccc(-c2ccccc2)cc1)N/N=C/c1ccccc1Br | 1.4 | 9.2 | -2.2 | 26.5 | -1.4 | 5.6 | -16.4 | 34.8 |
| O=C(COC(=O)c1ccccc1C(=O)c1ccc(Cl)cc1)NCC1CCCO1 (configuration not stated) | -10.9 | 6.0 | -5.0 | 9.0 | 3.1 | -0.8 | -5.2 | 4.0 |
| CN(CCC#N)C(=O)Cn1nc(Cc2ccncc2)c2ccccc2c1=O | -4.2 | -3.2 | -5.1 | 8.7 | 1.9 | -8.9 | -7.9 | -3.2 |
| O=C(COC(=O)c1ccccc1NCCO)Nc1ccc(S(=O)(=O)NC2=NCCCCC2)cc1 | . | -497.6 | -3.2 | 0.7 | -6.4 | . | . | . |
| Cc1ccc(CNC(=O)CCCn2c(=O)c3ccccc3n(CC(=O)NCc3ccco3)c2=O)cc1 | 2.4 | 15.7 | -9.4 | -14.5 | 1.3 | -4.7 | -5.0 | -10.8 |
| O=C(CSc1nnc(CNc2cccc(Cl)c2)o1)OC1CCCCC1 | 2.5 | 18.5 | 2.7 | 5.1 | -0.8 | 1.0 | 14.5 | 16.1 |
| NC(N)=Nc1nc(-c2ccccc2)c2ccccc2n1 | 0.2 | -391.1 | -2.3 | 24.8 | -0.6 | 4.0 | 3.8 | 19.5 |
| CC(=O)Nc1ccc(C=NN=C2c3ccccc3-c3ccccc32)cc1 | . | 38.6 | 1.1 | 3.8 | 1.7 | . | . | . |
| O=C(O)COCC(=O)N1CCN(C(c2ccccc2)c2ccccc2)CC1 | 2.1 | 2.0 | 2.2 | 6.6 | -2.5 | -1.2 | -2.9 | -7.7 |
| CCOc1ccc(C(C)=O)cc1CN1C(=O)c2ccccc2S1(=O)=O | 9.1 | 11.1 | 5.8 | -4.3 | 1.0 | 5.5 | 4.5 | 8.8 |
| COc1cccc(C(=O)COC(=O)C2CC3CCCC(C2)C3=O)c1 (configuration not stated) | -8.7 | 3.7 | 3.2 | 0.3 | 0.6 | -12.0 | -8.0 | 6.1 |
| CC1(C)CC(=O)C=C(NCc2ccco2)C1 | 1.1 | 7.0 | -6.2 | -0.7 | -0.6 | -0.9 | -3.3 | -3.4 |
| COC(=O)/C(C#N)=C/c1cc(C)sc1C | -6.7 | -26.8 | -1.1 | -5.2 | -0.3 | 14.9 | -10.3 | -10.7 |
| CC1(C(=O)OCC(=O)NC(=O)c2ccccc2)CC1(Cl)Cl (configuration not stated) | -7.4 | 4.2 | 0.8 | -10.8 | -0.2 | -8.7 | 2.4 | 5.7 |
| Cc1cc(Cl)c(S(=O)(=O)Nc2ccccn2)cc1OCC(N)=O | 4.7 | -198.7 | -6.3 | -3.6 | 0.4 | 0.9 | -3.3 | 0.4 |
| Cc1ccc(NC(=O)CN(C)C(=O)Cc2ccc(Cl)c(Cl)c2)cc1 | -1.0 | 6.1 | -0.3 | -5.2 | 2.4 | -5.5 | -7.6 | 19.1 |
| CCOC(=O)C1(Cc2cccc(OC)c2)CCCN(C(=O)c2cc(C)[nH]n2)C1 (configuration not stated) | -14.2 | -0.8 | -10.0 | -8.9 | 1.8 | -2.4 | -2.5 | 11.5 |
| CN1CCN(c2ccc(Cl)cc2NC(=O)/C=C/c2cccc(F)c2)CC1 | 2.2 | 6.5 | -0.2 | 11.4 | 2.5 | -7.0 | -6.4 | 4.6 |
| COCCn1c(=NC(=O)CCS(=O)(=O)c2ccccc2)sc2cc(F)ccc21 | -4.7 | -34.5 | -2.5 | 16.4 | -8.1 | -1.5 | -4.8 | 10.1 |
| COc1c(O)ccc(C2NC(=O)NC(C)=C2C(=O)Nc2ccccc2C)c1[N+](=O)[O-] (configuration not stated) | -1.4 | 2.1 | -9.9 | -9.9 | 1.8 | -2.9 | -10.1 | -15.7 |
| O=C(O)c1ccc(CSc2nnc(COc3ccccc3)o2)cc1 | -0.6 | -1.1 | -9.5 | -30.5 | 3.3 | -10.3 | 6.6 | -5.3 |
| O=C(Nc1cccc(Cl)c1)/C(=C\c1cccnc1)NC(=O)c1ccco1 | 7.5 | 9.6 | 13.2 | -8.2 | 0.6 | 2.6 | -3.0 | -13.6 |
| CN1CCCN(S(=O)(=O)c2ccc(Cl)c(Cl)c2)CC1 | . | 4.2 | -1.8 | -14.2 | -0.2 | . | . | . |
| c1cncc(-c2cccnc2)c1 | -5.2 | 6.5 | -4.8 | -0.1 | 0.0 | -10.2 | -11.3 | 4.3 |
| COC(=O)/C(=C\c1c(OC)cc(OC)cc1OC)C(=O)c1ccc2c(c1)OCO2 | -10.7 | 16.5 | -4.5 | 0.4 | 1.8 | -3.7 | -16.0 | 1.2 |
| COc1ccc(COc2ccc3ccc(=O)oc3c2)cc1 | 12.4 | -155.0 | -0.1 | -8.8 | 1.2 | 17.0 | 18.5 | 3.3 |
| O=C1N[C@@H](Cc2ccccc2)C(=O)N2[C@@H]1C[C@@]1(Br)c3ccccc3N(S(=O)(=O)c3ccccc3)[C@@H]21 | 2.5 | 16.7 | 1.3 | 15.5 | -7.8 | -1.6 | -7.3 | 9.1 |
| COc1ccc(/C=N/NC(=O)c2ccc(C)nc2)cc1O | -12.2 | -6.9 | -1.2 | -3.3 | 1.9 | -17.6 | 14.6 | -2.1 |
| Cc1ccc(C2=[N+]([O-])C(C)N(O)C2(C)C)o1 (configuration not stated) | -20.9 | 14.8 | -0.8 | -5.0 | 3.4 | -1.0 | -9.1 | 2.7 |
| COCCn1nnnc1C(CC(C)C)N1CCN(c2ccccc2)CC1 (configuration not stated) | 2.1 | 22.1 | -8.4 | -7.8 | 2.2 | 5.6 | 13.8 | 5.9 |
| CC(=O)Nc1nc2c(s1)C(=O)NCCC2 | -5.0 | 8.1 | 7.5 | -6.6 | 2.9 | -1.1 | -1.8 | -8.9 |
| COc1ccc(C)cc1S(=O)(=O)N(CC(=O)O)c1ccccc1 | 1.9 | 12.1 | -10.2 | 10.8 | 3.3 | 2.5 | -6.5 | -0.6 |
| CC(=O)c1[nH]c(C)c(C(C)=O)c1C | -1.9 | 16.1 | -3.2 | -10.9 | 2.8 | -5.2 | 10.1 | -2.4 |
| Cc1ccc(C)c(S(=O)(=O)N2CCN(C(=O)CN3C(=O)NC(C)(C)C3=O)CC2)c1 | 2.8 | 16.9 | -7.8 | -4.0 | 0.7 | -4.1 | 3.3 | -0.8 |
| CCc1sc(NC(=O)CN2CCC(C(N)=O)CC2)nc1-c1ccccc1 | -5.7 | 12.8 | -4.5 | 9.7 | -0.5 | -4.7 | 11.9 | -13.1 |
| COc1ccc(N(C(=O)c2cc3ccccc3oc2=O)C2C=CS(=O)(=O)C2)c(OC)c1 (configuration not stated) | 2.6 | 17.9 | -6.5 | 8.2 | 1.6 | -1.9 | 3.4 | -2.4 |
| Cc1ccc(C)n1-c1ccc(-c2nnc3n2CCCCC3)s1 | -5.6 | -47.3 | 0.7 | 4.3 | -1.8 | -8.1 | -15.7 | 6.0 |
| CCCn1c2ccccc2c2cnn(CC(=O)NCCOC)c(=O)c21 | -4.4 | -91.2 | -0.3 | 2.7 | 1.0 | 4.6 | 16.7 | 0.9 |
| COc1ccc(S(=O)(=O)N2CCCCCC2)cc1C(=O)N(C)Cc1ccc(C)cc1 | 5.7 | 10.3 | 1.0 | -7.2 | 0.9 | 0.3 | -3.5 | 21.7 |

Gathered by group, those above containing bromine (3)
| Structure | SENP8 block-2 | SENP8 block-1 | HKDC1 inh | PfG6PD inh | SENP1 inh | SENP7 block | SENP6 inh | Apaf1 inhib |
| --- | --- | --- | --- | --- | --- | --- | --- | --- |
| Cc1nn(C(=O)c2cc([N+](=O)[O-])ccc2Cl)c(C)c1Br | -3.5 | 10.7 | 3.2 | -3.7 | 1.7 | -0.4 | -8.4 | 8.6 |
| O=C(COc1ccc(-c2ccccc2)cc1)N/N=C/c1ccccc1Br | 1.4 | 9.2 | -2.2 | 26.5 | -1.4 | 5.6 | -16.4 | 34.8 |
| O=C1N[C@@H](Cc2ccccc2)C(=O)N2[C@@H]1C[C@@]1(Br)c3ccccc3N(S(=O)(=O)c3ccccc3)[C@@H]21 | 2.5 | 16.7 | 1.3 | 15.5 | -7.8 | -1.6 | -7.3 | 9.1 |
